Screens deposited in PubChem by several laboratories.
MRP resist rev = reverses drug resistance mediated by MRP; H69AR cells + 2 uM doxorubicin, CellTiter-Glo, 72 h; differential viability (reversal), % at 10 µM; actives 0.04% (n = 85,000);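 active = viability drop by adding the cancer drug above about 55%, with treated viability meeting a 40% cutoff, limit read from the data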;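 note: viability without doxorubicin minus viability with 2 µM doxorubicin for each compound; larger differential means the compound sensitizes cells more to doxorubicin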
Bcl-B displacement = displacers of TR3 peptide from Bcl-B, primary screen, selectivity assay for Bfl-1 inhibitor project, biochemical, fluorescence polarization. FP displacement of FITC-TR3 peptide from Bcl-B; higher % means a stronger effect. displacement, % at 20 µM; hits with a dose series show IC50 in µM. actives 0.11% (n = 96,000). AID 748;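 active = displacement above 50% at 20 µM plus a fluorescence interference ratio under 1.5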;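 note: plate controls were wells without compound for no effect and wells lacking Bcl-B protein for full effect; a part of the inactive calls stands beside numbers as strong as those of hits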
PLAP inhibitors HTS = inhibition of human placental alkaline phosphatase – biochemical, luminescence, HTS (AID 690); purified PLAP, luminescent substrate; higher % means a stronger effect; inhibition, % at 20 µM; hits with a dose series show IC50 in µM; actives 0.08% (n = 96,000); in the data active = a potency from the dose series; inactive = the rest, 99 in 100 with inhibition below about 30%; note: strong numbers were not always called active
NFkB transloc inh = blocks IL-1B driven NFkB nuclear translocation in HUVEC cells; inhibition, % at 2 µM; actives 0.43% (n = 94,000); HUVEC IL-1B NFkB p65 nuclear translocation imaging;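 active = inhibition above about 30% together with a positive call from visual inspection of the well image, limit read from the data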;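 note: nuclear over cytoplasmic p65 intensity ratio measured by imaging; 0% = IL-1B stimulated DMSO wells and 100% = unstimulated DMSO wells; values of inactives mirror those of a sister screen read the other way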
NFkB transloc pot = enhances IL-1B driven NFkB nuclear translocation; HUVEC IL-1B NFkB p65 nuclear translocation imaging; activation, % at 2 µM; actives 0.3% (n = 94,000); AID 819;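 active = activation above 40%, about the mean plus 3 SD, also judged a hit on visual image review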;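 note: percent activation is computed from the nuclear over cytoplasmic p65 intensity ratio; values of inactives mirror those of a sister screen read the other way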
MRP resist rev cytotoxicity = further read-out of MRP resist rev, marked with its call; viability, %; H69AR cells, CellTiter-Glo, 72 h; measured here: cytotoxicity without doxorubicin
MRP resist rev with doxorubicin = second read-out of MRP resist rev, no call of its own (marks repeat the call); viability, %; measured here: viability with 2 uM doxorubicin; hits give low values
NFkB transloc inh cell count 2 µM = further read-out of NFkB transloc inh, marked with its call; cell count; measured here: cells passing quality filter;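 raw number of nuclei counted in each imaged well without normalization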
NFkB transloc pot cell count 2 µM = second read-out of NFkB transloc pot, no call of its own (marks repeat the call); cell count; measured here: cells passing quality filter
* = called active by the depositor; . = no result given.

SMILES	MRP resist rev	MRP resist rev cytotoxicity	MRP resist rev with doxorubicin	Bcl-B displacement	PLAP inhibitors HTS	NFkB transloc inh	NFkB transloc inh cell count 2 µM	NFkB transloc pot	NFkB transloc pot cell count 2 µM
COc1ccccc1NC(=O)c1cccc(NC(=O)c2ccco2)c1	-12.2	75.6	87.8	4.2%	12.4%	-15.0	116	15.0	116
CCc1ccccc1N1CSC2=C(C#N)C(c3cc(OC)c(OC)cc3OC)CC(=O)N2C1 (configuration not stated)	5.7	61.5	55.8	-5.5%	-65.9%	-0.2	86	0.2	86
CCOC(=O)C1=C2SCC(=O)N2C(N)=C(C#N)C1	7.1	102.8	95.7	-4.3%	-8.2%	-1.5	138	1.5	138
O=C1CC(N2CCN(c3ccc(S(=O)(=O)N4CCOCC4)cc3)CC2)C(=O)N1Cc1ccccc1 (configuration not stated)	13.8	81.8	68.0	-6.2%	-15.0%	-28.6	134	28.6	134
O=c1cc(N2CCc3ccccc3C2)[nH]c(=O)n1-c1ccc(Cl)cc1	4.7	86.9	82.2	-3.1%	-2.4%	1.5	169	-1.5	169
Cc1ccc(-c2cc(C(=O)NCCN3CCOCC3)no2)cc1	6.6	90.3	83.7	0.0%	-9.0%	-31.6	152	31.6	152
Nc1nnnn1/N=C/C(Br)=C/c1ccccc1	-0.2	0.9	1.1	-2.3%	6.3%	13.4	101	-13.4	101
COc1ccc(CNC(=O)CCCNS(=O)(=O)c2cccc3nonc23)cc1	13.0	96.4	83.4	12.8%	5.5%	.	.	.	.
COc1ccc(NC(=O)c2cc3sccc3n2Cc2ccc(F)cc2)cc1OC	-2.9	82.5	85.4	-4.1%	-36.2%	-13.3	169	13.3	169
CCOc1ccc(C(=O)N2CCCC2)cc1OC	-5.9	94.1	100.0	-0.5%	-17.6%	-21.8	145	21.8	145
CCOC(=O)c1[nH]c(C)c(C(=O)Nc2ccc(C)cc2C)c1C	-17.7	37.5	55.2	-6.1%	-15.4%	-4.2	77	4.2	77
CC1CCc2nc(NC(=O)c3ccco3)sc2C1 (configuration not stated)	-8.7	81.0	89.7	-4.1%	-0.2%	.	.	.	.
Cc1cc(C)cc(-n2ccnc2SCC(=O)Nc2nccs2)c1	-14.6	64.5	79.0	-8.0%	-3.1%	-12.2	121	12.2	121
CCN(Cc1ccccc1)C(=O)COc1cc(=O)n(CC)c2ccccc12	8.8	85.0	76.2	-13.6%	-24.2%	.	.	.	.
COC(=O)C1CCN(S(C)(=O)=O)CC1	0.1	98.7	98.7	.	.	-2.5	168	2.4	168

The closing 3 compounds of the section above are carried over, then new ones follow.
SMILES	MRP resist rev	MRP resist rev cytotoxicity	MRP resist rev with doxorubicin	Bcl-B displacement	PLAP inhibitors HTS	NFkB transloc inh	NFkB transloc inh cell count 2 µM	NFkB transloc pot	NFkB transloc pot cell count 2 µM
Cc1cc(C)cc(-n2ccnc2SCC(=O)Nc2nccs2)c1	-14.6	64.5	79.0	-8.0%	-3.1%	-12.2	121	12.2	121
CCN(Cc1ccccc1)C(=O)COc1cc(=O)n(CC)c2ccccc12	8.8	85.0	76.2	-13.6%	-24.2%	.	.	.	.
COC(=O)C1CCN(S(C)(=O)=O)CC1	0.1	98.7	98.7	.	.	-2.5	168	2.4	168
COc1ccc(C)cc1S(=O)(=O)N1CCC(C(=O)NCCC2=CCCCC2)CC1	-5.5	83.8	89.2	-5.2%	-75.9%	11.4	161	-11.4	161
COc1ccc(CCNC(=O)c2cc3ccccn3n2)c(OC)c1OC	0.8	81.2	80.4	-4.3%	-25.3%	-2.3	179	2.3	179
Cc1ccc(OCC(O)CN2CCN(CC(O)COC(C)C)CC2)c(C(C)(C)C)c1 (configuration not stated)	-1.4	95.8	97.2	-6.3%	-47.9%	18.6	118	-18.6	118
O=C(C1CCC(C(=O)N2CCCC2)CC1)N1CCCC1 (configuration not stated)	-3.7	94.1	97.7	.	.	-5.4	101	5.4	101
Cc1ccc(Nc2ncnc3c2oc2ccccc23)cc1	-6.1	53.6	59.6	-2.9%	15.3%	-3.2	192	3.2	192
CSC1=N/C(=C\c2ccccc2F)C(=O)S1	5.3	97.7	92.5	-0.2%	-13.5%	-31.8	205	31.8	205
O=C(NCc1ccc(F)cc1)C1CCN(S(=O)(=O)N2CCC3(CC2)OCCO3)CC1	9.6	96.5	86.9	-8.1%	-31.0%	-11.8	204	11.8	204
CCN1CCN(CCNC(=O)c2ccc(CS(=O)(=O)c3ccccc3C)o2)CC1	-2.9	85.8	88.7	-2.2%	-63.0%	.	.	.	.
CC(C)(C)NS(=O)(=O)c1ccc(OCC(=O)NCCC2=CCCCC2)cc1	7.6	102.8	95.2	7.7%	-52.0%	-10.6	167	10.6	167
Cc1cc(C)c(OCCOCCN2CCNCC2)c(C)c1	-1.2	80.3	81.6	7.3%	0.5%	-8.6	87	8.6	87
CSCCC(NS(=O)(=O)c1ccc2ccccc2c1)C(=O)O (configuration not stated)	.	.	.	-10.0%	-26.4%	-27.0	77	27.0	77
CC1=C(C(=O)Nc2ccc(Br)cc2)C(c2ccco2)NC(=O)N1 (configuration not stated)	4.3	108.5	104.2	-20.4%	24.9%	.	.	.	.
CC1CCCCN1C(=O)CN1C(=O)CN(C)C(=O)c2ccccc21 (configuration not stated)	7.5	77.5	70.0	0.3%	1.3%	-9.7	174	9.7	174
COc1ccccc1-n1c(=O)oc2ccc(Cl)cc2c1=O	-2.4	1.5	3.9	-1.3%	9.9%	-21.7	131	21.7	131
CCCC[n+]1ccn(-c2nc3ccccc3nc2[N-]S(=O)(=O)c2ccccc2)c1	7.9	93.3	85.5	6.0%	-26.3%	20.1	64	-20.1	64
CCOc1cccc2cc(-c3nnc(NCc4ccco4)s3)c(=O)oc12	1.2	3.7	2.5	-13.8%	2.5%	-20.1	108	20.1	108
O=C(CC(SCCO)c1ccc(F)cc1)c1ccco1 (configuration not stated)	.	.	.	-0.2%	-9.1%	-0.3	196	0.3	196
Cc1nc(NC(=O)CC(C)C)sc1-c1csc(Nc2ccc(Cl)cc2)n1	.	.	.	-11.7%	4.2%	4.6	168	-4.6	168
Cc1ccc(CS(=O)(=O)c2ccccc2-c2nnc(-c3ccc(Cl)cc3)o2)cc1	.	.	.	-1.7%	3.9%	-7.5	103	7.5	103
Cc1cccc(N=C(N2CCOCC2)P(=O)(N2CCOCC2)N2CCOCC2)c1	.	.	.	-13.7%	-55.9%	9.6	108	-9.6	108
Cc1cccc(NC(=O)CNc2cc(C)ccc2C)c1	25.1	104.1	79.0	-17.0%	-11.9%	-9.0	122	9.0	122
O=C(c1ccc(S(=O)(=O)N2CCCC2)cc1)N1CCCc2ccccc21	-4.9	76.0	80.9	4.6%	-57.5%	-21.6	178	21.6	178
C=CCSc1nnc(-c2ccccc2N=Cc2c(C)[nH]n(-c3ccccc3)c2=O)c(=O)[nH]1	.	.	.	2.4%	-116.2%	-21.3	164	21.3	164
O=C(CCCCCn1c(=O)[nH]c2ccsc2c1=O)N1CCN(C2CCCCC2)CC1	18.6	94.1	75.5	-7.1%	-58.7%	-1.3	159	1.3	159
Cc1ccc2oc(=O)n(CC(=O)O)c2c1	-2.1	96.7	98.8	-0.4%	4.6%	-4.4	70	4.4	70
COc1ccc(C2(CNC(=O)Cc3ccccc3)CCCC2)cc1OC	13.6	106.2	92.6	-5.6%	-19.4%	-0.1	177	0.1	177
CCOC(=O)c1c(-c2ccsc2)csc1N	8.6	86.2	77.6	-1.7%	8.2%	11.2	103	-11.2	103
COC(=O)c1ccc(-n2nnnc2SC)cc1	0.4	81.0	80.6	-1.7%	4.9%	4.7	160	-4.7	160
Cn1c(CN2CCCC2)nc2cc(NC(=O)COc3ccc(Cl)cc3)ccc21	13.8	93.6	79.8	10.5%	-12.2%	4.4	155	-4.4	155
Cc1cc(OCC(=O)NCc2nc(-c3ccccc3)no2)c(C)cc1Br	-5.3	44.6	50.0	-7.7%	17.9%	8.5	149	-8.5	149
COc1ccc(-c2noc(-c3ccccc3Cl)n2)cc1OC	1.5	75.3	73.8	-2.3%	-10.9%	-21.4	163	21.4	163
COc1cccc(Cn2nnc3c(=O)[nH]c(C4CCCN(C(=O)c5ccccc5Cl)C4)nc32)c1 (configuration not stated)	.	.	.	0.0%	-25.6%	5.4	119	-5.4	119
CC(=O)c1cccc(NC(=O)c2ccc(NS(C)(=O)=O)cc2)c1	-6.4	58.6	65.0	.	.	1.2	151	-1.2	151
COc1ccc(NC(=O)CSc2nc3c(c(=O)[nH]2)CCC3)cc1OC	.	.	.	3.2%	-12.5%	-1.3	94	1.3	94
COC(=O)CCC(=O)Nc1ccc(C)cc1OC(=O)CCC(=O)OC	-15.6	85.1	100.7	22.4%	-18.1%	-17.7	64	17.7	64
Cc1ccc(NC(=O)/C(=C\c2cccnc2)NC(=O)c2ccco2)cc1	.	.	.	5.1%	-3.5%	1.1	112	-1.1	112
Cc1cc(C)n2nc(SCc3nnc(SCc4ccccc4C)s3)nc2n1	.	.	.	6.0%	-48.7%	-3.2	175	3.2	175
Clc1ccc(CSc2ncn(-c3ccccc3)n2)cc1	14.4	100.0	85.6	.	.	-9.7	141	9.7	141
Cc1cc(C)nc(Sc2nc(C)nc3c2oc2ccccc23)n1	.	.	.	-15.5%	-41.6%	-15.6	120	15.6	120
CCOc1ccc(NC(=O)CNc2ccc(C)cc2Cl)cc1	.	.	.	-13.4%	19.0%	12.4	153	-12.4	153
Oc1ccc(-c2cn3c(n2)SCC3)cc1O	-20.1	44.0	64.1	.	3.9%	-10.3	208	10.3	208
C/C(Cl)=C\Cn1c(NCCCn2ccnc2)nc2c1c(=O)n(C)c(=O)n2C	17.0	79.1	62.2	-0.7%	5.2%	-18.8	69	18.8	69
CN(CC(=O)NCCc1ccccc1)S(=O)(=O)c1cccs1	-1.6	105.6	107.2	-7.4%	-1.6%	-14.3	125	14.3	125
CC1CCCCC1NC(=O)C1CCN(S(=O)(=O)N2CCC3(CC2)OCCO3)CC1 (configuration not stated)	13.5	97.6	84.1	3.4%	-25.3%	-12.9	174	12.9	174
CCc1nnc(NC(=O)CSc2nnc(Cc3cccn3C)n2CCOC)s1	4.3	88.5	84.2	.	.	4.2	179	-4.2	179

Full records as entered above. Order of screens: MRP resist rev	MRP resist rev cytotoxicity	MRP resist rev with doxorubicin	Bcl-B displacement	PLAP inhibitors HTS	NFkB transloc inh	NFkB transloc inh cell count 2 µM	NFkB transloc pot	NFkB transloc pot cell count 2 µM
`C=CCSc1nnc(-c2ccccc2N=Cc2c(C)[nH]n(-c3ccccc3)c2=O)c(=O)[nH]1` in the list: .	.	.	2.4%	-116.2%	-21.3	164	21.3	164
`Cc1ccc(NC(=O)/C(=C\c2cccnc2)NC(=O)c2ccco2)cc1` in the list: .	.	.	5.1%	-3.5%	1.1	112	-1.1	112
`Oc1ccc(-c2cn3c(n2)SCC3)cc1O` in the list: -20.1	44.0	64.1	.	3.9%	-10.3	208	10.3	208

The results go on.
SMILES	MRP resist rev	MRP resist rev cytotoxicity	MRP resist rev with doxorubicin	Bcl-B displacement	PLAP inhibitors HTS	NFkB transloc inh	NFkB transloc inh cell count 2 µM	NFkB transloc pot	NFkB transloc pot cell count 2 µM
Cc1ccc(Cn2ccc(NC(=O)c3cc4nc(-c5ccco5)cc(C(F)(F)F)n4n3)n2)cc1	-10.7	35.1	45.8	-15.9%	-6.1%	-3.2	160	3.2	160
O=C(O)CCc1ccc(-c2ccc(F)cc2)n1CC1CCCO1 (configuration not stated)	-0.6	89.3	89.9	-9.7%	-19.4%	-5.3	173	5.3	173
CC1CCN(CCCCOc2ccccc2[N+](=O)[O-])CC1	.	.	.	-5.8%	-12.7%	0.2	122	-0.2	122
N=c1nc(SCCC(=O)O)ss1	-10.4	95.7	106.2	-9.0%	7.6%	0.1	134	-0.1	134

This is a subset, so the mix of outcomes need not match the whole.
